Rad51 HR inh = blocks human Rad51 in homologous recombination | Q06609 | hRad51 DNA strand exchange, fluorescence dequenching | inhibition, % at 10 µM | hit rate 0.085% among 200,000 | AID 1385;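 active = inhibition above 40% at the single screening dose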;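 note: 0% = DMSO control wells and 100% = blanks with heterologous ssDNA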
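material = hRad51 filaments on single-stranded DNA | timing = filaments 15 min 37 °C, then compound 30 min | signal = FRET fluorescence dequenching, excitation 485 nm, emission 520 nm | benchmarks = control wells and blank wells on each plate | evaluation = percent inhibition relative to plate controls and blanks | compound = 10 µM final, single point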
hK5 inh = inhibitors of human kallikrein 5; recombinant hK5, fluorogenic AMC substrate cleavage; inhibition, % at 5 µM; hit rate 0.59% among 210,000;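 active = inhibition of 40% or more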;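 note: 0% = enzyme controls without compound and 100% = no-enzyme blanks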
14-3-3 Bad inh = disrupts binding of bovine 14-3-3 zeta to phospho-Bad peptide; P63103; TR-FRET 14-3-3zeta/Dy647-pBad peptide displacement, 1 h; inhibition, % at 21.7 µM; hit rate 0.71% among 220,000; AID 781;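 active = inhibition above about 70%, limit read from the data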;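 note: 0% = full 14-3-3 plus peptide FRET controls and 100% = background without 14-3-3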
p97 inhibitor = blocks human p97 ATPase activity | P55072 | hit rate 0.42% among 220,000 | inhibition, % at 8 µM | AID 1481 | recombinant p97 ATPase, Kinase-Glo ATP luminescence, 3 h; in the data active = inhibition above about 15%;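 note: 0% = DMSO vehicle and 100% = wells lacking enzyme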
Target sequence (P55072 whole entry, looked up): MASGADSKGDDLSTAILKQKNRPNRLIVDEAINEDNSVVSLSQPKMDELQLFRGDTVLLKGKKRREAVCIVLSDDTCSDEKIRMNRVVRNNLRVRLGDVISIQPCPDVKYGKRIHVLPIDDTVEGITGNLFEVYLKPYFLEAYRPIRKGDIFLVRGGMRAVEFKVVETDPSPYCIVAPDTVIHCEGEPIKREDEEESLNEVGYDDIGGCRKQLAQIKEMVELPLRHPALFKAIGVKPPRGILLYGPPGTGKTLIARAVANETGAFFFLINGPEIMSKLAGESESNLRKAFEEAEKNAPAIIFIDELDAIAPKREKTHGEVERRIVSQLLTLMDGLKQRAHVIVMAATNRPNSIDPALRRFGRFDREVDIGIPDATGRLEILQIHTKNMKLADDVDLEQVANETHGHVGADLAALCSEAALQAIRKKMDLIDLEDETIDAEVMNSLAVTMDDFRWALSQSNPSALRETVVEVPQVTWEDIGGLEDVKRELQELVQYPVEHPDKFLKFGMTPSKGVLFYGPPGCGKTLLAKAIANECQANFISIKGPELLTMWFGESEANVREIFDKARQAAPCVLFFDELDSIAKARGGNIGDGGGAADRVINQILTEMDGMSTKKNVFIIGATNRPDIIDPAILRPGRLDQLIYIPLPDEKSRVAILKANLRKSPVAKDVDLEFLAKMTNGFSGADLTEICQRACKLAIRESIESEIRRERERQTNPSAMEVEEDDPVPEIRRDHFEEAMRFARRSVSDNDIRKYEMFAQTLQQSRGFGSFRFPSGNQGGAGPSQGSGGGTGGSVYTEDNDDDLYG
eIF4E 4G PPI = eIF4E/eIF4G interaction inhibition in translation initiation; P63073+Q04637; TR-FRET eIF4E-eIF4GI(517-606) binding, 2 h; inhibition, % at 21.7 µM; hit rate 0.37% among 220,000; AID 782;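 active = inhibition above about 30%, limit read from the data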;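 note: 0% = full FRET control wells and 100% = background wells lacking eIF4GI fragment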
FXIa inh = factor XIa (human) inhibition. P03951. purified FXIa, Boc-Glu-Ala-Arg-AMC fluorogenic substrate. inhibition, % at 5 µM. hit rate 0.14% among 220,000. AID 798;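 active = inhibition of at least 40%; inactive = inhibition below 40%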;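 note: fluorescence of freed AMC excited at 355 nm; 0% = enzyme without compound and 100% = no enzyme blank; many of its hits are not listed in these tables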
Wee1 stabilizer = inhibitors of human Wee1 degradation. P30291. HeLa Luc-Wee1K328M stability, luciferase luminescence; 100% = proteasome inhibitor MG132 effect. reporter increase, % at 5 µM. hit rate 1.2% among 220,000. AID 1321;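 active = activation above the mean of all tested compounds plus 3 SD, set per screening run, cut at about 8.8% in these data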;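 note: cells exposed to compound for 20 h before luminescence read; 0% = DMSO alone and 100% = MG132 at 30 µM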
FXIIa inh 1536 = inhibitors of human coagulation factor XIIa. P00748. purified FXIIa, Boc-QGR-AMC fluorogenic substrate, 2 h. inhibition, % at 5 µM. hit rate 0.3% among 220,000; in the data active = inhibition above about 40%;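 note: 0% = enzyme with no compound and 100% = blank without enzyme; many of its hits are not listed in these tables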
Mdm2 ligase inh = Mdm2 E3 ligase (human) inhibition. hit rate 0.11% among 210,000. Q00987. cell-based MDM2 ubiquitination luciferase reporter, 2 h; 0 = plate control, 100 = twice control, blank-subtracted. AID 1230. signal enhancement, % at 5 µM;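 active = signal enhancement of 30% or more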;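 note: luminescence tracks abundance of the self-degrading MDM2-luciferase fusion protein; higher signal means inhibition of MDM2 E3 ligase activity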
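Material: stable MDM2–luciferase fusion reporter cells / Quantity: 2000 cells/well / Dosing: single 5 µM compound dose, 0.2% final DMSO / Buffer or medium: DMEM / Schedule: 4 h cell settling then 2 h compound exposure, 37 °C / Detection: luminescence with SteadyLite reagent, 15 min at room temperature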
Active calls of the source: *; / = not tested or not shown; [ ] = remark or other dose.

SMILES	Rad51 HR inh	hK5 inh	14-3-3 Bad inh	p97 inhibitor	eIF4E 4G PPI	FXIa inh	Wee1 stabilizer	FXIIa inh 1536	Mdm2 ligase inh
CCC(c1nnnn1C(C)(C)CC)N(CCCO)Cc1cc2cc(C)cc(C)c2[nH]c1=O (stereo not drawn)	-24	8	1	-3	-3[fluorescence artefact?]	2	-1	13	-12
CCN(CC)Cc1c(C(=O)OC)nnn1-c1nonc1N	-6	-12	-7[fluorescence artefact?]	1	-2[fluorescence artefact?]	-3	3	-1	-19
Cc1cc(C(=O)CSc2nc(N)cc(N)n2)c(C)n1C1CC1	-22	-3	-12	10	2	-1	1	5	-26
CCc1ccc(NC(=O)C(=S)NC2CCCCC2)cc1	/	/	3	4	2	-2	2	6	-23
CN(C(=O)COC(=O)c1cc(-c2ccco2)nc2ccccc12)C1CCS(=O)(=O)C1 (stereo not drawn)	7	-5	55	8	42*	1	-1	7	/
CC(C)(C)NC(=O)C(c1ccc(F)cc1)N(Cc1ccccc1Cl)C(=O)c1ccn[nH]1 (stereo not drawn)	3	0	-3	-2	2	3	2	9	-10
COc1ccc(OC)c(/C=N/NC(=O)c2ccc(N(C)S(=O)(=O)c3ccccc3)cc2)c1	-5	-8	-7	7	-2	-12	-2	1	-3
CCCN=C1CC(C)(C)CC(=O)/C1=C(/O)CCC	1	8	1	0	-1	3	1	9	-7
CC(=O)c1cc(F)c(N2CCN(C(=O)Cc3ccccc3)CC2)cc1C	-11	35	-8	0	2[fluorescence artefact?]	6	0	7	-18
C=C(C)Cc1c(C)c(C#N)c2nc3ccccc3n2c1NCCCN(C)C	-30	-5	-4	6	3	10	0	3	-5
O=C(Nc1ccc(C(=O)N2CCOCC2)cc1)c1cc(-c2cccnc2)nc2ccc(Br)cc12	0	-15	-2	0	-6	-2	-3	1	-25
O=C(CSc1nccc(-c2cccs2)n1)Nc1cccc(Cl)c1	-1	-1	1	-8	7	1	-1	7	-7
O=C(NCC(=O)N(Cc1ccccc1)C(C(=O)NC1CCCC1)c1cccnc1)c1ccco1 (stereo not drawn)	1	-21	-6[fluorescence artefact?]	-2	2	1	0	12	/
Cc1cc(/C=C(\C#N)C(=O)O)c(C)n1CCC(C)C	9	4	2	0	0	3	5	18	/
CC(=O)Nc1cccc(NC(C)=C(C#N)C#N)c1	4	-11	3[fluorescence artefact?]	4	6	9	-4	13	8
O=S(=O)(c1ccccc1)N1C2CCC1CC(O)(c1cccnc1)C2 (stereo not drawn)	3	3	8	4	4[fluorescence artefact?]	7	-2	-1	-3
O=C(COC(=O)c1ccc2ccccc2n1)NCc1ccccc1	-6	-1	1	5	-4	-2	-2	4	-7
Cc1ccn2c(=O)cc(C)nc2c1	2	-2	2	2	2	-5	4	5	-20
O=C(CSc1nnc(CNC(=O)c2ccccc2F)o1)NCCc1ccccc1	1	-5	-13	-3	3	1	-2	9	/
CCCn1nnnc1NCc1c(F)cccc1Cl	-1	3	-3	2	0	-1	-2	9	0
COCc1nnc(NC(=O)C(C)C)s1	-4	10	-1	-6	5	1	0	8	-12
Cc1cccc(N=Nc2c(C)c(C#N)c(O)[nH]c2=O)c1	-29	2	-9	5	-1	0	0	13	-8
Cc1ccc(CCNC(=O)C2CC(c3ccc(C(F)(F)F)cc3)=NO2)cc1 (stereo not drawn)	-4	1	2	/	-6	1	/	7	12
N/C(=N\OC(=O)c1ccc(Br)cc1)c1ccncc1	17	-11	-12	8	-3	6	1	10	-22
O=C(NCCN1CCCC1)c1ccc(CS(=O)(=O)c2c(Cl)cccc2Cl)o1	-2	-7	3	0	-1	9	0	21	0
CCOc1cc(-c2nc(-c3ccccc3)c(-c3cc([N+](=O)[O-])ccc3C)[nH]2)ccc1O	4	2	-6	4	1	8	3	-1	-10
O=[N+]([O-])c1ccccc1SNc1ccc(Br)cn1	1	0	-8	1	0	-1	0	9	-1
Cc1cc(OCC(=O)Nc2ccc3c(c2)OCCO3)cc(C)c1Cl	3	-14	-6	-9	0	-4	0	-8	-7
CCCN(CCC)c1ccc(CC(=O)NC(C)Cc2ccccc2)cc1 (stereo not drawn)	/	-1	-22	-3	-2	7	-1	15	-1
c1ccc(-c2c[nH]c3[n+]2CCCCC3)cc1	10	-11	30	-6	-4	-3	-1	17	1
C/C=C/COC(=O)c1[nH]c2c(c1C)C(=O)CC(c1ccc(N(C)C)cc1)C2 (stereo not drawn)	2	-1	10[fluorescence artefact?]	3	3	4	0	14	-13
CC(NC(=O)c1ccc(CS(=O)(=O)c2ccc(Cl)cc2)o1)c1ccc2c(c1)OCCO2 (stereo not drawn)	-5	1	8	-1	2	8	2	12	4
O=C(Nc1ccc(C(F)(F)F)cc1)C1CC(=O)N(c2ccc3c(c2)OCCO3)C1 (stereo not drawn)	-10	-13	12	0	-9	6	-2	20	3
NNC(=S)Nc1c(F)cc(F)cc1Br	-19	4	-8	5	1	13	1	6	-11
COc1c2ccoc2c(OCC=C(C)C)c2oc(=O)ccc12	6	-3	1	0	2	1	-2	7	/
O=C(OCc1ccccc1)N1CCCC1/C=C/CN1CCOCC1 (stereo not drawn)	-6	3	-3	0	0	4	5	5	-21
CSc1cccc(NS(=O)(=O)c2ccc(C(C)=O)cc2)c1	14	6	6	7	6	5	2	4	-66
CC(C)N(NC(=O)c1cccc2ccccc12)C(C)C	5	-4	-5	4	-3	-1	-1	-4	-11
COC(=O)Cc1csc(Nc2ccccc2)n1	-6	-16	-11[fluorescence artefact?]	0	-2	-7	-1	-2	-2
Cc1[nH]c2ccccc2c1/C=N/NC(=O)CNC(=O)COc1ccccc1	17	-9	-24	2	3	-4	-1	3	-35
CCN1CCN(C(=O)Nc2ccc(Cc3ccc(NC(=O)N4CCN(CC)CC4)cc3)cc2)CC1	0	-2	7	0	-1	6	1	-6	26
NC(=O)c1ccc(NC(=O)COC(=O)/C=C/c2cn(-c3ccccc3)nc2-c2cccnc2)cc1	-11	-9	28[fluorescence artefact?]	-3	1	-12	0	-4	-26
CCCCCCCCCCCCCCCC(=O)OC[C@H](COP(=O)([O-])OCC[N+](C)(C)C)OC(=O)CCCCCCCCCCCCCCC	-5	-7	-3	6	1[fluorescence artefact?]	8	-3	10	/
CC1(C)CC2(CCO1)OC(=O)CC2C(=O)NCc1ccccc1 (stereo not drawn)	-13	-14	5[fluorescence artefact?]	7	4[fluorescence artefact?]	-7	-2	8	-8
C=CCOc1nc2c(c(=O)n(C)c(=O)n2C)n1Cc1ccccc1Cl	-4	2	-10	1	5	18	-1	32	-13

Brought forward from above: 6 compounds, followed by the next part.
SMILES	Rad51 HR inh	hK5 inh	14-3-3 Bad inh	p97 inhibitor	eIF4E 4G PPI	FXIa inh	Wee1 stabilizer	FXIIa inh 1536	Mdm2 ligase inh
Cc1[nH]c2ccccc2c1/C=N/NC(=O)CNC(=O)COc1ccccc1	17	-9	-24	2	3	-4	-1	3	-35
CCN1CCN(C(=O)Nc2ccc(Cc3ccc(NC(=O)N4CCN(CC)CC4)cc3)cc2)CC1	0	-2	7	0	-1	6	1	-6	26
NC(=O)c1ccc(NC(=O)COC(=O)/C=C/c2cn(-c3ccccc3)nc2-c2cccnc2)cc1	-11	-9	28[fluorescence artefact?]	-3	1	-12	0	-4	-26
CCCCCCCCCCCCCCCC(=O)OC[C@H](COP(=O)([O-])OCC[N+](C)(C)C)OC(=O)CCCCCCCCCCCCCCC	-5	-7	-3	6	1[fluorescence artefact?]	8	-3	10	/
CC1(C)CC2(CCO1)OC(=O)CC2C(=O)NCc1ccccc1 (stereo not drawn)	-13	-14	5[fluorescence artefact?]	7	4[fluorescence artefact?]	-7	-2	8	-8
C=CCOc1nc2c(c(=O)n(C)c(=O)n2C)n1Cc1ccccc1Cl	-4	2	-10	1	5	18	-1	32	-13
Cc1ccc(C(=O)N/C(=C\c2cccs2)C(=O)NCCc2c[nH]c3ccccc23)cc1	2	-7	1	2	0	8	-4	3	-4
COc1ccc(-c2nnc(SCC(C)C)o2)cc1	9	4	-1	0	-5	5	8	10	/
CC(C)N1C(=O)C2C(C(=O)NC3CCCCC3)C3C=CC2(O3)C1C(=O)NC1CCCCC1 (stereo not drawn)	-6	-8	-6	-6	-4	9	0	12	3
CCN(CC)S(=O)(=O)c1cc(OC)c(Cl)cc1OC	/	/	-7	0	2	-4	-1	4	-14
O=C(c1cnc(-c2ccccc2)s1)c1ccc(Cl)cc1Cl	-4	-11	-21	0	-18	2	-4	5	-29
O=C(CCc1ccc(S(=O)(=O)NC2CCCCC2)cc1)Nc1ccccc1	1	-13	-13	0	3	-10	0	-9	-15
CN(C)c1ccc(C=NCC2(O)CCOC(C)(C)C2)cc1 (stereo not drawn)	-2	0	-4[fluorescence artefact?]	6	5	-12	-1	-11	0
CCCCOC(=O)c1ccc(NC(=O)c2c(OC)cccc2OC)cc1	-3	1	1	2	2	-1	-3	4	-5

Ordered by SMILES length (largest number first): 3 of the compounds above
SMILES	Rad51 HR inh	hK5 inh	14-3-3 Bad inh	p97 inhibitor	eIF4E 4G PPI	FXIa inh	Wee1 stabilizer	FXIIa inh 1536	Mdm2 ligase inh
CN(C)c1ccc(C=NCC2(O)CCOC(C)(C)C2)cc1 (stereo not drawn)	-2	0	-4[fluorescence artefact?]	6	5	-12	-1	-11	0
CCN(CC)S(=O)(=O)c1cc(OC)c(Cl)cc1OC	/	/	-7	0	2	-4	-1	4	-14
COc1ccc(-c2nnc(SCC(C)C)o2)cc1	9	4	-1	0	-5	5	8	10	/

Compound activity (PubChem BioAssay)
